Assay outcomes: PubChem, several laboratories
BAP1 inh: blocks human BAP1 ubiquitin-AMC hydrolysis | recombinant BAP1, Ub-AMC hydrolysis fluorescence kinetic; stronger effect = lower value | activity remaining (% of control), % at 20 µM | 72,000 compounds, 0.48% hits;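 active = activity remaining at or below 50% of control, provided the compound also passes the data quality filters; inactive = the rest, including low values that fail the filters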;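 note: 100% = DMSO wells rate and 0% = substrate alone blank rate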
Target sequence (Q92560 whole entry, looked up): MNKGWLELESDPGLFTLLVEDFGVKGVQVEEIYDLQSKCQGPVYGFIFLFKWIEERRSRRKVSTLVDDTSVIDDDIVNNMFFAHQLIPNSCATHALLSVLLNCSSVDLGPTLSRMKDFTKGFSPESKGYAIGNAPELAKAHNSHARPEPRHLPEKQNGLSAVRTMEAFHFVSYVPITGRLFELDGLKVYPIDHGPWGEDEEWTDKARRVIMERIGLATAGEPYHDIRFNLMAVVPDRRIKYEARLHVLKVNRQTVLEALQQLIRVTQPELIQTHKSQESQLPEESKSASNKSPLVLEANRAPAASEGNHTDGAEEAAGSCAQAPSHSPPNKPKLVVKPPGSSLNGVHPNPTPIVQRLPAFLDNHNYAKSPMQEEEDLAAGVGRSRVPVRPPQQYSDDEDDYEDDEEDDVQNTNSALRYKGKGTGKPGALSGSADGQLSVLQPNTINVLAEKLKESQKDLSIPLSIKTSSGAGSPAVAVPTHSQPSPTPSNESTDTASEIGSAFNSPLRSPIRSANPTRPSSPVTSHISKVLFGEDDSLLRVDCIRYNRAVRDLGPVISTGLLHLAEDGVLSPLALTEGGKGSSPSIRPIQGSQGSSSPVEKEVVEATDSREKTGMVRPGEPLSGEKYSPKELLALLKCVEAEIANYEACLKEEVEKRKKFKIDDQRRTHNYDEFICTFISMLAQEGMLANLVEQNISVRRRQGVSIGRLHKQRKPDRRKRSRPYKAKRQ
HePTP inhibitor: human HePTP phosphatase inhibition | P35236 | recombinant HePTP phosphatase activity, OD absorbance | inhibition, % at 20 µM | 110,000 compounds, 0.64% hits; in the data active = inhibition above about 50%;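 note: plate controls were vehicle for no effect and reference inhibitor for full effect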
Target sequence (P35236 whole entry, looked up): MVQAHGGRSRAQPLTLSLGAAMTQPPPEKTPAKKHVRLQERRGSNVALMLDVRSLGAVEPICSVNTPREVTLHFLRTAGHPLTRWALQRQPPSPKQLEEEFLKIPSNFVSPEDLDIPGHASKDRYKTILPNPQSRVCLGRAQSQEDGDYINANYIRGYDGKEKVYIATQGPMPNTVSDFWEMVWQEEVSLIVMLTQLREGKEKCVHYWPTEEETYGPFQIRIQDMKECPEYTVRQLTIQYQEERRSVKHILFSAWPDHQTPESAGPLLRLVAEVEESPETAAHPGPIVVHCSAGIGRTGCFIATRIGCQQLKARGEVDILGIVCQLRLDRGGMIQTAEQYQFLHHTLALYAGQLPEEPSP
* marks the source's active call; other numbers are inactive results; nt = no result given; & = joins results of further samples.

Under each structure: BAP1 inh | HePTP inhibitor
#1 COc1ccc(-c2cc(C(F)(F)F)n3ncc(C(=O)N4CCOCC4)c3n2)cc1OC
 : nt | 2
#2 COCCNC(=O)c1c(N)n(CCCn2ccnc2)c2nc3ccccc3nc12
 : 695 | 3
#3 O=C1CC(c2ccccc2)CN1S(=O)(=O)c1ccccc1 (stereo not drawn)
 : 101 | 1
#4 COc1ccc(OCCC(=O)NCc2ccccc2)cc1
 : 83 | 2
#5 O=C(O)C1C2C=CC3(CN(Cc4ccccn4)C(=O)C13)O2 (stereo not drawn)
 : 94 | 3
#6 CCOC(=O)Cc1csc(SCC(=O)/C(C#N)=C(\C)N)n1
 : 122 | 9
#7 CCOC(=O)C1CCCN(Cc2nc(N)nc(Nc3ccccc3OC)n2)C1 (stereo not drawn)
 : 92 | 6
#8 Cc1oc2c(CN3CCCC3)c(O)ccc2c(=O)c1-c1nc2ccccc2s1
 : nt | 5
#9 Cc1ccc(C(=O)N/C(=C\c2ccco2)c2nc(=S)[nH][nH]2)cc1
 : nt | 7
#10 Cc1cc2cc3c(cc2nc1SCC(=O)N1CCN(C(=O)c2ccco2)CC1)OCO3
 : 92 | 7

A second format for four compounds above:
5) O=C(O)C1C2C=CC3(CN(Cc4ccccn4)C(=O)C13)O2 (stereo not drawn)
6) CCOC(=O)Cc1csc(SCC(=O)/C(C#N)=C(\C)N)n1
7) CCOC(=O)C1CCCN(Cc2nc(N)nc(Nc3ccccc3OC)n2)C1 (stereo not drawn)
8) Cc1oc2c(CN3CCCC3)c(O)ccc2c(=O)c1-c1nc2ccccc2s1

assay / entry	5	6	7	8
BAP1 inh	94	122	92	nt
HePTP inhibitor	3	9	6	5

Going on with the list.
Under each structure: BAP1 inh | HePTP inhibitor
#11 Cc1ccccc1C(=O)N1CCC(C(=O)Nc2ccc(S(=O)(=O)N3CCCC3)cc2)CC1
 : 71 | 1
#12 COc1ccccc1C=Nc1ccccc1Sc1c(C)n[nH]c1C
 : 77 | nt
#13 O=C(CCS(=O)(=O)c1cccc2nsnc12)N1CCN(C(=O)c2ccco2)CC1
 : nt | -9
#14 COCC(C)n1c(C)cc(C(=O)COC(=O)c2ccc3ncsc3c2)c1C (stereo not drawn)
 : 113 | -2
#15 Cc1cccc(C(=O)N2N=C(c3ccc(F)cc3)CC2(O)C(F)(F)F)c1 (stereo not drawn)
 : nt | 1
#16 CC1(C)CC(=O)C(/C=N/n2cnc3ccccc3c2=O)=C(O)C1
 : 101 | 4
#17 COc1ccc(S(=O)(=O)N(C)C2CCS(=O)(=O)C2)cc1OC (stereo not drawn)
 : 50 | 8
#18 Cc1cccc(OCC(O)Cn2c(NCc3cccnc3)nc3c2c(=O)[nH]c(=O)n3C)c1 (stereo not drawn)
 : 104 | 5
#19 Cc1ccc(C2CC(C(F)(F)F)n3nc(C(=O)Nc4cc(C(F)(F)F)ccc4Cl)cc3N2)cc1 (stereo not drawn)
 : nt | 8
#20 CCCC(=O)c1ccc(N2CCN(C(=O)c3ccccc3)CC2)c(F)c1
 : 93 | 7&-1
#21 COc1ccc(CNC(=O)c2nn3c(c2Cl)NC(c2ccco2)CC3C(F)(F)F)cc1 (stereo not drawn)
 : nt | 3
#22 Cc1cc2nc(-c3ccc(NC(=O)c4cccnc4)cc3O)oc2cc1C
 : nt | -11
#23 CCOC(=O)c1c(C)oc2ccc(O)c(CN(C)C)c12
 : 93 | 4
#24 COc1cccc(C2C=C(c3cccs3)Nc3ncnn32)c1OC (stereo not drawn)
 : 71 | 10
#25 NC1=NC(=O)/C(=C/c2ccc(OC(=O)c3ccc(Cl)c(Cl)c3)cc2)S1
 : nt | 5
#26 CC(=O)Nc1ccc(NS(=O)(=O)c2cc(C)ccc2C)cc1
 : nt | -7
#27 COc1ccccc1NC(=O)c1sc(N)c(C(=O)OC(C)C)c1C
 : nt | 6
#28 COc1ccccc1NC(=O)C(=O)NCc1cccnc1
 : nt | -11
#29 Cc1cc(C)nc(SCc2nnc(SCC(=O)Nc3ccccc3C)n2Cc2ccco2)n1
 : 85 | 4
#30 CC(C)c1ccc(N(CC(N)=O)S(=O)(=O)c2ccccc2)cc1
 : nt | -12
#31 CS(=O)(=O)N1CCN(c2ccccc2NC(=O)c2ccc(Cl)cc2)CC1
 : 72 | 2
#32 CC1CCCCN1C(=O)CSc1nnc(-c2ccco2)n1CC1CCCO1 (stereo not drawn)
 : 106 | 6
#33 COc1ccc(C)cc1NC(=O)CSc1nnnn1Cc1ccccc1
 : 97 | -3
#34 COc1cc2nc(-c3ccc(Br)o3)oc(=O)c2cc1OC
 : 156 | -11
#35 CC1(C)CC(NC(=O)CCc2ccccc2)CC(C)(C)N1
 : 103 | 8&3
#36 C=CCn1c(SCn2nnc3ccccc3c2=O)nnc1-c1ccc(Br)cc1
 : 86 | 14
#37 Cc1cc2nnc(SCC(=O)O)n2c2ccccc12
 : 68 | nt
#38 CCn1c(=O)c(C(=O)Nc2cccc(O)c2)c(O)c2ccccc21
 : nt | 5
#39 Cc1ccccc1C(=O)Nc1cccc(NC(=O)c2ccc(-c3cccc(Cl)c3)o2)c1
 : nt | 5
#40 CCN=C(Nc1ccc2c(c1)OCO2)SC1CC(=O)N(c2ccc(Cl)cc2)C1=O (stereo not drawn)
 : nt | -1
#41 COc1cccc(C2C3=C(NCCN=C3c3ccccc3)C(=O)N2c2ccccc2)c1 (stereo not drawn)
 : nt | 3
#42 CCCCCn1c(SCCCC)nc2c1c(=O)[nH]c(=O)n2C
 : 99 | 10
#43 COc1c(C)cccc1C(=O)Nc1ccc(CN2CCOCC2)cc1
 : 63 | 6
#44 c1ccc(CN2CCN(CCN3CCn4c3nc3ccccc34)CC2)cc1
 : 106 | 2
#45 Cc1ccc2nc(SCCC#N)nc(C)c2c1
 : 73 | 2
#46 Cn1c(=O)n(CC(=O)O)c(=O)c2c1nc1n2CCS1
 : 102 | -1
#47 Cc1ccc(SCc2cc(=O)[nH]c(N3CCOCC3)n2)cc1
 : 94 | 9
#48 O=C(c1cccs1)N1N=C(c2ccccc2)CC1c1ccccc1 (stereo not drawn)
 : nt | 0
#49 C=C(C)CSc1nnc2nc(C)cc(C)n12
 : nt | -5
#50 CN(C)S(=O)(=O)Nc1ccc(Br)cc1F
 : 81 | 4
#51 COc1cc2c(O)c3c(c(-c4ccc5c(c4)OCO5)c2cc1OC)C(=O)OC3
 : 72 | 10
#52 Cn1c(=O)oc2cc(S(=O)(=O)NCCC(=O)Nc3ccc4c(c3)OCCO4)ccc21
 : 86 | 5
#53 CCOc1ccc(N2C(=O)NC(=O)/C(=C\C3C(=O)N(c4ccccc4)N=C3C)C2=O)cc1 (stereo not drawn)
 : nt | -6
#54 CC(C)c1ccc(NC2=NS(=O)(=O)c3ccccc32)cc1
 : nt | -9
#55 COc1ccccc1-c1coc2c(CN3CCC(C)CC3)c(O)ccc2c1=O
 : nt | 6
#56 COc1cc2ccccc2cc1C(=O)Nc1cc(-c2nc3cc(C)ccc3o2)ccc1C
 : nt | 11
#57 COc1ccc(-c2cc(C(=O)NCCc3ccc(OC)c(OC)c3)c3ccccc3n2)c(OC)c1
 : nt | -14
#58 CCOC(=O)c1c(NC(C)=O)sc2c1CCc1ccccc1-2
 : nt | -8
#59 CN1CCN(c2ccc([N+](=O)[O-])cc2C(=O)Nc2ccc(Cl)c(Cl)c2)CC1
 : nt | 3
#60 O=C1C=CC(=O)N1c1ccc(OC(F)F)cc1
 : nt | -5

(cont.)
Under each structure: BAP1 inh | HePTP inhibitor
#61 CCCn1c(=S)[nH]c2cc(C(=O)N3CCN(c4ccccc4OC)CC3)ccc2c1=O
 : 75 | nt
#62 Cn1c(=O)c2[nH]c(NCC3CCCO3)nc2n(-c2ccccc2)c1=O (stereo not drawn)
 : 94 | -9
#63 O=c1oc2cc(OCc3nn[nH]n3)ccc2c2c1CCCC2
 : nt | 4
#64 CC1(C)N=C(c2cccc(F)c2)C(=O)N1
 : 93 | 2
#65 CCCCOc1ccc(C(=O)N2C(=O)C(=O)c3ccccc32)cc1
 : 113 | nt
#66 COc1ccc(/C=C2\SC(=S)N(CCS(=O)(=O)O)C2=O)cc1
 : nt | 10
#67 COc1ccc(-c2cc3c(=O)n(CC(=O)NC4CCN(Cc5ccccc5)CC4)ncn3n2)cc1
 : 46* | 2
#68 CCOC(=O)C(Sc1ncn[nH]1)c1ccccc1 (stereo not drawn)
 : 93 | 9
#69 Cc1cc(Cl)ccc1OC(C)C(=O)N1CCN(c2cccc(Cl)c2)CC1 (stereo not drawn)
 : nt | -12
#70 Cc1ccc(NC(=O)/C=C/c2ccco2)cc1C
 : nt | 7
#71 CCc1c(C(=O)NCCc2ccc(OC)c(OC)c2)[nH]c(C)c1C(C)=O
 : 107 | 4
#72 CCN1C(=O)CC(N2CCN(c3ccc(C(=O)c4ccccc4)cc3)CC2)C1=O (stereo not drawn)
 : 72 | 3
#73 CC(C)(C)c1cc(N2C(=O)C(=O)/C(=C(/O)c3ccc(Cl)cc3)C2c2cccc(F)c2)no1 (stereo not drawn)
 : nt | -4
#74 O=c1[nH]c(=O)n(Cc2ccccc2)c2c1CCC2
 : 121 | 2
#75 COc1ccc(/C=N/OCC(=O)N2CCN(C(c3ccccc3)c3ccccc3)CC2)cc1OC
 : nt | 5
#76 Cc1ccc(-n2cc(-c3ccccc3)[nH]c2=O)cc1F
 : 81 | -6
#77 CC12CN3CC(C)(CN(C1)C3c1ccccc1Cl)C2O (stereo not drawn)
 : 102 | 2
#78 C/C(=C\C(=O)c1ccc(Cl)cc1)Nc1ccccc1O
 : nt | 4
#79 CC1(C)CC(=O)C2=C(C1)Nc1ccccc1NC2c1cccc(Br)c1 (stereo not drawn)
 : nt | 5
#80 COc1ccc(/C=C2\C(=O)NC(=O)N(c3ccc(Br)cc3)C2=O)cc1[N+](=O)[O-]
 : nt | -15
#81 C=CCn1c(SCC(=O)NC2CCCC2)nc2scc(-c3ccco3)c2c1=O
 : 78 | 4
#82 CC(C)(C)C(O)Cn1c(=N)n(Cc2ccccc2)c2ccccc21 (stereo not drawn)
 : nt | 7
#83 COc1cccc(-c2nc(CS(=O)(=O)CC(=O)N3CCN(c4ccccn4)CC3)c(C)o2)c1
 : 90 | 11
#84 Cc1noc(/C=C/N(C)C)c1S(=O)(=O)N1CCc2ccccc21
 : 86 | 17
#85 O=C1c2ccc([N+](=O)[O-])cc2C(=O)N1c1cccnc1
 : nt | 3
#86 COC(=O)CN1C(=O)C(O)(CC(=O)c2cccc(Br)c2)c2ccccc21 (stereo not drawn)
 : 87 | -1
#87 O=C(Nc1c(C(=O)NCCc2ccccc2)cnn1-c1ccccc1)c1cccc(F)c1
 : nt | -7
#88 COc1ccccc1CNC(=O)CC(C)=O
 : nt | 4
#89 Cc1c(Br)cc(C(=O)OC2CCN(C)CC2)c(C)c1C
 : 118 | 4
#90 COC(=O)c1ccccc1NC(=O)Cn1c(SC)c(F)cnc1=O
 : 128 | 2
#91 O=C1C2=C(C(c3ccccc3)=NCCN2)C(c2ccc(F)cc2)N1c1ccccc1 (stereo not drawn)
 : nt | -3
#92 O=C(COc1cccc2ccccc12)NCc1ccco1
 : nt | 7
#93 Cc1ccccc1NC1=NS(=O)(=O)c2cc([N+](=O)[O-])ccc21
 : 68 | nt
#94 CSc1ccc(/C=C(/NC(=O)c2ccccc2)C(=O)NCCCO)cc1
 : nt | 3
#95 CN1CCCc2c1nc1c(c2N)CCCC1
 : nt | -6
#96 O=C1CC(c2ccc3c(c2)OCO3)c2cc3c(cc2N1)OCO3 (stereo not drawn)
 : 108 | 11
#97 COC(=O)C1=C(C)NC2=C(C(=O)CC(c3cccs3)C2)C1c1ccc(C)o1 (stereo not drawn)
 : nt | -11
#98 COc1ccccc1N(C(=O)c1snc(C(N)=O)c1N)C(C(=O)NCCC(C)C)c1ccco1 (stereo not drawn)
 : 239 | 7

Gathered by group: those above containing an aryl thioether with sulfur outside any ring.
Under each structure: BAP1 inh | HePTP inhibitor
#6 CCOC(=O)Cc1csc(SCC(=O)/C(C#N)=C(\C)N)n1
 : 122 | 9
#10 Cc1cc2cc3c(cc2nc1SCC(=O)N1CCN(C(=O)c2ccco2)CC1)OCO3
 : 92 | 7
#12 COc1ccccc1C=Nc1ccccc1Sc1c(C)n[nH]c1C
 : 77 | nt
#29 Cc1cc(C)nc(SCc2nnc(SCC(=O)Nc3ccccc3C)n2Cc2ccco2)n1
 : 85 | 4
#32 CC1CCCCN1C(=O)CSc1nnc(-c2ccco2)n1CC1CCCO1 (stereo not drawn)
 : 106 | 6
#33 COc1ccc(C)cc1NC(=O)CSc1nnnn1Cc1ccccc1
 : 97 | -3
#36 C=CCn1c(SCn2nnc3ccccc3c2=O)nnc1-c1ccc(Br)cc1
 : 86 | 14
#37 Cc1cc2nnc(SCC(=O)O)n2c2ccccc12
 : 68 | nt
#42 CCCCCn1c(SCCCC)nc2c1c(=O)[nH]c(=O)n2C
 : 99 | 10
#45 Cc1ccc2nc(SCCC#N)nc(C)c2c1
 : 73 | 2
#47 Cc1ccc(SCc2cc(=O)[nH]c(N3CCOCC3)n2)cc1
 : 94 | 9
#49 C=C(C)CSc1nnc2nc(C)cc(C)n12
 : nt | -5
#68 CCOC(=O)C(Sc1ncn[nH]1)c1ccccc1 (stereo not drawn)
 : 93 | 9
#81 C=CCn1c(SCC(=O)NC2CCCC2)nc2scc(-c3ccco3)c2c1=O
 : 78 | 4
#90 COC(=O)c1ccccc1NC(=O)Cn1c(SC)c(F)cnc1=O
 : 128 | 2
#94 CSc1ccc(/C=C(/NC(=O)c2ccccc2)C(=O)NCCCO)cc1
 : nt | 3
